# Mtb FBA inh – Mtb fructose-bisphosphate aldolase inhibition; P9WQA3; purified M. tuberculosis FBA, fluorescence read-out; inhibition, % at 1 µM; hit rate 2.3% among 360,000; in the data active = inhibition above about 27%;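 note: 0% = vehicle and 100% = reference inhibitor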
# PfHsp40 rescue – rescue of PfHsp40-mediated yeast toxicity. S. cerevisiae expressing PfHsp40, growth rescue, ATP luminescence. growth rescue, % at 12.5 µM. hit rate 0.68% among 340,000. AID 504582; in the data active = growth rescue above about 28%, passing the limit was not always enough; inconclusive = no clear call, values can overlap the other calls;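 note: yeast W303a lacking pdr1 and pdr3 grown in galactose medium; growth measured after three days at 30 °C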
# GDH-TPI inh – GDH-TPI coupled enzyme inhibition counter-screen. inhibition, % at 4.8 µM. GDH-TPI coupled enzyme counterscreen, NADH absorbance. hit rate 1.2% among 360,000; in the data active = inhibition above about 30%;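 note: 0% = DMSO wells and 100% = wells lacking the enzyme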
# BioA inh – BioA (M. tuberculosis) enzyme inhibition. purified M. tuberculosis BioA enzyme, plate reader. inhibition, % at 9.99 µM. hit rate 0.096% among 360,000; in the data active = inhibition above about 40%; inconclusive = no clear call, values can overlap the other calls
# TcdB GH inh – inhibitors of Clostridioides difficile toxin B glycohydrolase; TcdB glycohydrolase enzymatic assay, plate reader; inhibition, % at 9.99 µM; hit rate 0.24% among 350,000; AID 652162; in the data active = inhibition above about 10%
# Target sequence (P18177 whole entry, looked up): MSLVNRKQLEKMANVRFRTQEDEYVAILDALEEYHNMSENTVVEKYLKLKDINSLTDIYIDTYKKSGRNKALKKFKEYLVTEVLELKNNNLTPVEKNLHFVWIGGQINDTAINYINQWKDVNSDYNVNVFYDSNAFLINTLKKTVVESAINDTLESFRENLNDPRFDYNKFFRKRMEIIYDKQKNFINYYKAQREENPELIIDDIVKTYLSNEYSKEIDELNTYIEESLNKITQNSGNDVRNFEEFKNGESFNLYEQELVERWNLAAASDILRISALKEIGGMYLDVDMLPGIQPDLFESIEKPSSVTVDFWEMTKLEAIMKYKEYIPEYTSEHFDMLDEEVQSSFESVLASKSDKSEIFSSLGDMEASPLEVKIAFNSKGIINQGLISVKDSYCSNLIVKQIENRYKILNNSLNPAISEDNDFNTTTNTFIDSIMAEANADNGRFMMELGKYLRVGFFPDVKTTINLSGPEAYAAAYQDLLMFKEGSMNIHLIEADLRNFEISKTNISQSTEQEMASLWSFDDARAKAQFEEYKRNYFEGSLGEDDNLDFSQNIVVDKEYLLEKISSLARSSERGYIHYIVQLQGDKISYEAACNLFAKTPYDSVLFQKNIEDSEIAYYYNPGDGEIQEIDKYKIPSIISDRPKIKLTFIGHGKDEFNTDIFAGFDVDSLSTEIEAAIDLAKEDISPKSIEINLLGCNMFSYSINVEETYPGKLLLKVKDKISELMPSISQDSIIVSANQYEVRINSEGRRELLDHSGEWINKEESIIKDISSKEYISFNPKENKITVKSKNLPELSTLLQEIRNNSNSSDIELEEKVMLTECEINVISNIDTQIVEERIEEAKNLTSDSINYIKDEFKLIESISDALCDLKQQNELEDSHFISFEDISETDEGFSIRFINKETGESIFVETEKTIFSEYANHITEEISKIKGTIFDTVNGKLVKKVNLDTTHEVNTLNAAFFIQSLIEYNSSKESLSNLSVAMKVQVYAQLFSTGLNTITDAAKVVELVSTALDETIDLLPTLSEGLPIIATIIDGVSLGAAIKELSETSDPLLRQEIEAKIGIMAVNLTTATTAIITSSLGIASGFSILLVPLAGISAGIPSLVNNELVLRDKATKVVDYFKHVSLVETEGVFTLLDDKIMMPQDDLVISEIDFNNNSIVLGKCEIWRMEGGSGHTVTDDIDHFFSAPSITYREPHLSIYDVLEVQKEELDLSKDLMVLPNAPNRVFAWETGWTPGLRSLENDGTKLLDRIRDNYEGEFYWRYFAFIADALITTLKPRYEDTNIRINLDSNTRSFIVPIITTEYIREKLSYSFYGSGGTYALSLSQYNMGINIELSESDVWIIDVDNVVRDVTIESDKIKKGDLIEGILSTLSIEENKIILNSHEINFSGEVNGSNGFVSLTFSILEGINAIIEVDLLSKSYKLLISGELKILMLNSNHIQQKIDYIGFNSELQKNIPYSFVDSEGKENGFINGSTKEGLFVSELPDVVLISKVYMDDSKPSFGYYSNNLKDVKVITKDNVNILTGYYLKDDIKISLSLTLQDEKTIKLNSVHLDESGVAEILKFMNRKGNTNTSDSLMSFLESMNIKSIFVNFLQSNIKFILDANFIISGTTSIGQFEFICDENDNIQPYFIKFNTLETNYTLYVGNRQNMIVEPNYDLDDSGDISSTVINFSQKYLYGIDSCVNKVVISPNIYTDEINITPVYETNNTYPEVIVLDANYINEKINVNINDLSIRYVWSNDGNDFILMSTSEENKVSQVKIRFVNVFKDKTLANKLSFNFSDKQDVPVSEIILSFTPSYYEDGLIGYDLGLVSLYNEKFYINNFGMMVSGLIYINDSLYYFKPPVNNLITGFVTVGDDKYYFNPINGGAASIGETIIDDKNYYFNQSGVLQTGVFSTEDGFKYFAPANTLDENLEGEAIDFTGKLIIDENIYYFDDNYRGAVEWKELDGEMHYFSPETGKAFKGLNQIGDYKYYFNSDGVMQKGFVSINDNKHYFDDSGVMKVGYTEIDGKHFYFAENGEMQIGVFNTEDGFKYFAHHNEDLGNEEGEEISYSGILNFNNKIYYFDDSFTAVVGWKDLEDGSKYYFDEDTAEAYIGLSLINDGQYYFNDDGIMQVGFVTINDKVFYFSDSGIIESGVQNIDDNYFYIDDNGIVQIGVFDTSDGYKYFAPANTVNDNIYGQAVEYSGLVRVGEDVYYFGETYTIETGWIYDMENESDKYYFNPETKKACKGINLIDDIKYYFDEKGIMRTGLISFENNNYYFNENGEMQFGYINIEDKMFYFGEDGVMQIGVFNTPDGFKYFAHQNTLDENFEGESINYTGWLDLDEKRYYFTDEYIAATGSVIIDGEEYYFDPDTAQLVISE
# BH1578 lux ind – quorum light induction in luxS cqsA deficient V. cholerae; AID 588436; hit rate 0.16% among 350,000; activation, % at 18.7 µM; V. cholerae BH1578 lux reporter, luminescence, 6 h; in the data active = activation mostly above about 9.7%, no sharp cut-off; inconclusive = no clear call, values can overlap the other calls; inactive = mostly below about 3.7%; note: not every result past the cut was called active; inactives centre near 0; reference of the scale not given here
# UGM FP inh – blocks M. tuberculosis UGM enzyme | hit rate 0.06% among 320,000 | AID 504406 | P9WIQ1 | purified UGM, fluorescence polarization probe displacement | inhibition, % at 10 µM; in the data active = inhibition above about 10%, passing the limit was not always enough; inconclusive = no clear call, values can overlap the other calls
# Yp Topo-I inh – inhibitors of Yersinia pestis topoisomerase I; Y. pestis Topo-I cleavage product accumulation, plate reader; activity, % at 10 µM; hit rate 0.064% among 360,000; AID 504884; in the data active = activity above about 50%, passing the limit was not always enough; inconclusive = no clear call, values can overlap the other calls; note: inactives centre near 2
# FadD28 binding – M. tuberculosis FadD28 bisubstrate binding inhibition; hit rate 0.22% among 360,000; inhibition, % at 12.5 µM; FadD28 bisubstrate probe binding, fluorescence polarization; in the data active = inhibition above about 8.5%, passing the limit was not always enough; inconclusive = no clear call, values can overlap the other calls
# * marks the source's active call; other numbers are inactive results; i = inactive; u = inconclusive; x = no result given; & = joins results of further samples. Compounds as they come (roughly 4.6% active in at least one column).
SMILES,Mtb FBA inh,PfHsp40 rescue,GDH-TPI inh,BioA inh,TcdB GH inh,BH1578 lux ind,UGM FP inh,Yp Topo-I inh,FadD28 binding
Cn1cnnc1SCC(=O)Nc1ccc(S(=O)(=O)N2CCCC2)cc1,0,0.5,-8,0.3,-0.7,3.8,-1.7,-7,-2.2
COc1ccc(-c2nc(CN3CCN(c4ccccc4OC)CC3)c(C)o2)cc1,4,0.9,5,x,4.7,-0.3,2.3,30,-1.3
COC(=O)c1cn(NC(=O)c2ccc([N+](=O)[O-])c(C)c2)c(=O)c2ccccc12,6,0.6,3,x,-1.0,2.1,5.7,0,u
O=C(N/N=C/c1ccc(Cl)cc1Cl)c1ccc(-n2cnnn2)cc1,-2,-1.5,4,0.4,1.1,i,-1.2,-1,-2.1
Cc1ncsc1C(=O)O,3,-0.5,-3,x,0.8,2.4,-0.3,-3,-3.5
O=C(CSc1cc(Cl)ccc1Cl)NC1CCCc2ccccc21 (stereo unspecified),0,0.0,9,-0.6,0.9,i,2.4,11,0.2
CC1(C)Cc2c(sc(NC(=O)c3ccc(S(=O)(=O)N4CCCCCC4)cc3)c2C(N)=O)C(C)(C)N1,-5,-0.2,11,-4.2,1.2,i,-0.6,-16,-5.0
C[C@@H]1CN([C@@H](C)CO)C(=O)CCCn2nncc2CO[C@@H]1CN(C)C(=O)CCC(F)(F)F,0,x,10,4.4&5.4&2.5,1.3&-1.3&-2.1,i,x,3,0.1
CCN(CC)c1ccc(N)cc1S(=O)(=O)Nc1ccc(OC)cc1,0,-1.0,0,0.2,-3.5,i,-0.5,1,-2.2
CCCCOc1ccc(/C=C/C2=CC(C)(C)NC(=S)N2)cc1OCC,-1,4.5,1,x,x,-0.3,1.6,26,-1.5
Cc1ccc2nc(-c3ccc(SCC(=O)Nc4nnc(C)s4)nc3)[nH]c2c1,16,-1.7,23,x,x,-0.6,x,3,-1.2
CCN(CC(=O)Nc1cc(Cl)ccc1C)C(=O)c1cc(S(=O)(=O)N2CCCCCC2)ccc1OC,4,-0.6,9,-0.4,1.4,0.1,-2.1,12,1.3
COc1ccc(/C=C(\NC(=O)c2ccc(C)cc2)C(=O)NCCCn2ccnc2)cc1,-2,0.0,-5,-3.2,0.5,-0.2,4.3,4,-4.0
COc1cc(/C=C(/C#N)c2ccccc2)ccc1Oc1ccc([N+](=O)[O-])cn1,-1,0.5,18,0.8,x,-0.4,1.2,1,-1.3
CCCCC(CC)C(=O)NCc1ccccc1OC (stereo unspecified),-1,0.9,6,2.6,x,i,0.3,8,-2.7
CCN(CC)CC#CCC1(O)c2ccccc2-c2ccccc21,3,-1.2,2,-0.3,-0.1,-0.6,-0.6,7,-2.3
C=CCc1cc2c(oc(=O)c3ccccc32)c(C)c1O,5,0.1,14,-0.4,1.1,-1.0,0.1,-4,-0.2
CN(Cc1ccccc1)C(=O)CCN1C(=O)c2cccc([N+](=O)[O-])c2C1=O,0,x,0,x,1.1,i,x,-5,-3.7
O=C(COC(=O)c1ccccc1C(=O)c1ccccc1)NCCc1ccccc1,2,0.5,10,x,1.6,0.4,1.5,7,-0.5
Cc1ccc(S(=O)(=O)Cc2ccc(C(=O)N3CCCCCC3)o2)cc1,0,-0.4,-2,2.6,0.1,-0.2,-0.3,7,-1.8
O=C(N1CCOCCOc2ccccc2OCCOCC1)C(F)(F)F,1,1.5,12,0.0,-6.1,-1.1,1.8,2,-2.1
CC(C)(C)c1nnc2cccc(Cl)n12,0,-0.7,7,x,1.3,-0.3,-1.0,-2,-1.2
CCN(CC)c1ccc(N2C(=O)/C(=C\c3cccnc3)SC2=S)cc1,3,0.2,-2,-3.7,x,i,0.5,7,0.5
O=S(=O)(c1cccc(NC(=S)N2CCN(c3ccccc3)CC2)c1)C(F)F,2,0.9,-2,x,x,i,-4.1,-15,-1.7
CC(C)CC(=O)Nc1ccc(C(=O)COC(=O)CN2C(=O)NC3(CCCCC3C)C2=O)cc1 (stereo unspecified),-3,-0.7,1,x,0.8,i,x,7,0.6
CC1CCc2c(sc(NC(=O)CCCn3cnc([N+](=O)[O-])n3)c2C(N)=O)C1 (stereo unspecified),-1,-1.4,8,x,0.8,0.5,-0.4,-5,0.4
N#Cc1ccc(-c2c(-c3ccccc3)ncc3cc(F)ccc23)cc1,5,124*,2,-0.8,1.9,-0.3,0.0,8,-2.6
CCOC(=O)C1CCCN(C(=O)CCn2nc(-c3ccccc3)ccc2=O)C1 (stereo unspecified),4,0.0,10,1.1,-1.8,-0.3,2.8,-3,-0.1
CCN(Cc1nc2ccccc2c(=O)[nH]1)C(=O)c1cc(C2CC2)nn1-c1ccccc1,-1,0.8,4,3.1,0.5,i,-1.1,24,-1.5
CC(=O)c1ccc(NC(=O)c2cnn3c(C(F)F)cc(C4CC4)nc23)cc1,-1,-1.4,9,-0.7,x,i,0.5,6,0.2
Cc1c(C)n(C(=O)CSc2ncn[nH]2)c2ccccc12,0,0.4,-1,1.3,-0.3,x,-2.6,-1,0.1
O=C1c2ccccc2S(=O)(=O)N1Cc1nc2ccccc2s1,5,0.8,3,x,x,-12,-1.6,7,-3.7
Cc1ccc(OCC(=O)N2N=C(c3ccc(Cl)cc3)CC2c2ccco2)c([N+](=O)[O-])n1 (stereo unspecified),2,2.0,8,x,-0.2,i,-1.4,-10,-0.3
O=S(=O)(N/N=C/c1cn(Cc2ccccc2)c2ccccc12)c1ccccc1,-2,-0.3,8,2.1,x,-5.9,-0.2,5,0.1
CCOC(=O)N1CCC(N2C(=O)c3ccccc3C2Nc2cc(OC)c(OC)c(OC)c2)CC1 (stereo unspecified),-1,0.9,1,23,-0.7,-0.2,-2.3,-1,-3.1
COc1cccc(N2CCN(CC(=O)C34CC5CC(CC(C5)C3)C4)CC2)c1,-3,-0.8,-2,-0.3,x,-6.2,-0.3,5,-1.2
COc1ccc(C2(C(=O)N3CCCC3)CCOCC2)cc1OC,3,1.4,-6,-3.3,x,-7.7,2.6,4,-2.7
c1ccc(-c2nnc(CN3CCN(c4ccccc4)CC3)o2)cc1,-2,0.3,-11,0.9,7.1,-0.4,0.4,1,-1.7
O=C(Nc1cc([N+](=O)[O-])ccc1C(=O)Nc1cccnc1)c1ccccc1,-2,0.1,-5,0.0,0.9,x,2.0,-10,-0.9
COc1cc(CN2CCC(C(=O)N3CCC(C)CC3)CC2)cc(Br)c1O,1,-0.1,0,0.6,x,i,-1.3,4,0.5
C[C@H](NC(=O)c1[nH]cnc1C(=O)Nc1nccs1)c1ccccc1,0,-0.3,-4,-0.1,0.5,-0.9,-1.2,6,-1.8
O=C(NCCN1CCCCC1)c1ccc(F)cc1Cl,-3,0.4,8,0.6,0.0,i,1.1,-1,-0.4
CC1CCN(C(=O)COC(=O)c2ccccc2C(=O)c2ccccc2)CC1,0,0.5,6,1.2,1.5,i,-0.5,16,-2.0
Cc1nn(-c2cccc(Cl)c2)nc1C(=O)O,2,0.6,-9,x,2.1,-1.6,-1.9,4,-4.0
c1ccc2nc(-c3ccncc3)ccc2c1,-2,-1.5,-2,0.5,x,-0.4,0.5,-1,-2.5
CC(OC(=O)C1CC1)C(=O)Nc1cc(C(F)(F)F)ccc1Cl (stereo unspecified),-3,2.2,-9,0.2,0.6,-1.3,0.6,2,-5.2
Cc1cccn2c(=O)c3cc(C(=O)NCc4ccccc4)c(=N)n(CCCN4CCOCC4)c3nc12,125*,0.4,6,-1.7,-0.4,i,x,0,-1.9
O=c1c(-c2cccc3ccccc23)[n+]([O-])c2ccccc2n1O,-4,81*,-4,-3.0,x,-0.6,1.6,-7,-2.0
CC(NC(=O)CN1C(=O)NC2(CCc3ccccc32)C1=O)c1ccccc1 (stereo unspecified),0,0.7,-5,0.5,0.9,-3.1,x,-2,-2.8
COc1ccc(C(c2nnnn2Cc2ccccc2)N2CCN(C(=O)c3ccco3)CC2)cc1 (stereo unspecified),0,0.8,1,7.3,x,i,1.6,1,-2.0
CCOc1ccc(N(CC(=O)N2CCCC2)S(=O)(=O)c2ccc(F)cc2)cc1,1,-0.3,5,-0.3,-0.9,-0.7,0.3,16,-0.2
CC(C)CN(C(=O)COC(=O)C(C)N1C(=O)c2ccccc2C1=O)c1c(N)n(Cc2ccccc2)c(=O)[nH]c1=O (stereo unspecified),0,0.4,-2,x,0.3,i,0.7,24,-1.8
Cn1c(=O)c2c(-c3ccccc3)n(Cc3ccccn3)cc2n(C)c1=O,6,0.7,3,-0.6,x,i,0.7,-5,-4.6
O=C(COC(=O)Cn1[nH]c(=O)c2ccccc2c1=O)Nc1ccc2c(c1)OCO2,0,-1.3,0,-0.4,x,-0.6,0.5,2,-0.6
CC(=O)NCCNc1nc(NCc2cccs2)nc2ccsc12,1,x,10,0.3,-0.4,-0.6,x,1,-0.5
COc1cc(Cl)cc(/C=C/c2ccc3ccccc3n2)c1OC(C)=O,5,12,11,0.7,x,-1.0,0.0,20,-3.8
Cc1ccc(-c2nnn(CC(=O)NCCc3ccc4c(c3)OCO4)n2)o1,-8,-0.4,-4,0.3,x,-6.2,-2.1,-14,-2.1
COC(=O)C1CN(C(=O)COc2cccc(C)c2C)c2ccccc2O1 (stereo unspecified),3,0.8,-5,0.1,0.6,i,-1.7,13,-5.8
Nc1nc(Nc2ccccc2F)nc(NCCO)c1[N+](=O)[O-],-2,x,20,-0.4,1.3,i,1.0,1,-0.4
COc1ccc(-c2nc(CS(=O)CC(=O)NCc3cccnc3)c(C)o2)cc1OC (stereo unspecified),5,-0.5,12,2.5,-5.2,i,1.1,4,-2.8

# Entries of single compounds, quoted from the list. Values in the order: Mtb FBA inh	PfHsp40 rescue	GDH-TPI inh	BioA inh	TcdB GH inh	BH1578 lux ind	UGM FP inh	Yp Topo-I inh	FadD28 binding
# `O=C(COC(=O)Cn1[nH]c(=O)c2ccccc2c1=O)Nc1ccc2c(c1)OCO2` in the list: 0	-1.3	0	-0.4	x	-0.6	0.5	2	-0.6
# `Nc1nc(Nc2ccccc2F)nc(NCCO)c1[N+](=O)[O-]` in the list: -2	x	20	-0.4	1.3	i	1.0	1	-0.4

# The listing continues:
SMILES,Mtb FBA inh,PfHsp40 rescue,GDH-TPI inh,BioA inh,TcdB GH inh,BH1578 lux ind,UGM FP inh,Yp Topo-I inh,FadD28 binding
CC(C)(C)n1nc(Cc2cccc3ccccc23)c2c(N)ncnc21,3,552*,-1,-0.1,3.8,i,-1.1,21,1.3
Cn1c(CN2CCOCC2)nnc1SCC(=O)Nc1nccs1,3,-0.1,-6,2.6,x,i,-0.8,2,-2.5
Cc1ccc(Cl)cc1NC(=O)c1ccc(CSc2nnnn2C)cc1,2,0.2,0,6.6,x,i,-2.0,9,-5.2
O=C(N/N=C/c1ccc(OC(=O)c2ccccc2Br)cc1)c1ccccn1,0,-1.3,7,-0.6,0.6,x,-0.3,12,-2.1
Cc1ccccc1N1CCN(C2CCCN(C(=O)CCn3cnnn3)C2)CC1 (stereo unspecified),5,0.1,-1,-0.8,0.1,0.3,-1.5,5,x
O=c1cc(O)n(Cc2ccc(F)cc2)c(=O)[nH]1,-1,1.0,-6,x,-1.0,0.6,0.0,4,-0.7
CC1=Nc2cc(C(=O)NCC3CCCO3)ccc2Sc2ccc(C)cc21 (stereo unspecified),4,1.0,23,-3.1,0.0,-6.7,-0.2,17,-0.9
O=c1c2ccccc2ncn1Cc1ccc(Cl)cc1,3,-0.4,1,x,x,i,-1.2,-3,-2.9
CC(O)(c1ccc(F)c(F)c1)c1nc(-c2ccc(F)c(Cl)c2)cs1 (stereo unspecified),0,x,-2,0.5,1.9,i,x,-20,-4.3

# Pulled by compound from the list above:
SMILES,Mtb FBA inh,PfHsp40 rescue,GDH-TPI inh,BioA inh,TcdB GH inh,BH1578 lux ind,UGM FP inh,Yp Topo-I inh,FadD28 binding
Cc1ccc(Cl)cc1NC(=O)c1ccc(CSc2nnnn2C)cc1,2,0.2,0,6.6,x,i,-2.0,9,-5.2
CC(O)(c1ccc(F)c(F)c1)c1nc(-c2ccc(F)c(Cl)c2)cs1 (stereo unspecified),0,x,-2,0.5,1.9,i,x,-20,-4.3
O=c1cc(O)n(Cc2ccc(F)cc2)c(=O)[nH]1,-1,1.0,-6,x,-1.0,0.6,0.0,4,-0.7
CC(C)(C)n1nc(Cc2cccc3ccccc23)c2c(N)ncnc21,3,552*,-1,-0.1,3.8,i,-1.1,21,1.3
